RXFP1 antag: blocks the human relaxin receptor RXFP1 | Q9HBX9 | HEK293-RXFP1, relaxin-stimulated cAMP HTRF, 30 min; stronger effect = lower value | activity change, negative = inhibition, % at 57.5 µM | actives 0.59% (n = 350,000);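 active = activity change of -60% or lower, but not beyond a set lower limit; inconclusive = change between -60% and -40%, or beyond the set limit; inactive = change above -40%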; note: % is set by controls: 0 for no effect and ±100 for the full control effect
D1 potentiator: potentiators of human D1 dopamine receptor; HEK293 TREx D1 cells, calcium flux, dopamine EC20 potentiation; AID 504651; potentiation, % at 10 µM; P21728; actives 0.036% (n = 360,000); in the data active = potentiation above about 30%; note: 0% is about no effect
TRHR agonist: TRH receptor (human) agonism. P34981. TRHR cells, calcium flux fluo-8, FDSS agonist mode. activation, % at 2 µM. actives 0.18% (n = 360,000). AID 493084; in the data active = activation above about 30%; note: 0% is about no effect
Target sequence (P34981 whole entry, looked up): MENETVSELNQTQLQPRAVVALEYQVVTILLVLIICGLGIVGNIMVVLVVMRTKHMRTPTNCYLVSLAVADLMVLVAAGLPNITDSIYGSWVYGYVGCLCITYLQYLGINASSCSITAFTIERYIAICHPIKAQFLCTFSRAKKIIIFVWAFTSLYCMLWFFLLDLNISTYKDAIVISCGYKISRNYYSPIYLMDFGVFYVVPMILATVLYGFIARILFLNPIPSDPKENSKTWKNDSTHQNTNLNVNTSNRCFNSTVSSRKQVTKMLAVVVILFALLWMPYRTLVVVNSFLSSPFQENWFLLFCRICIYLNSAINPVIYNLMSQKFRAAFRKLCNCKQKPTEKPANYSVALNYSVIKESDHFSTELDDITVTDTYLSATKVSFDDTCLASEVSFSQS
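TRHR-expressing cells loaded with fluo-8 calcium dye; 23 nL library compound pin-transferred, kinetic FDSS fluorescence (Ex 480/Em 530) recorded about 180 s for agonist-induced calcium release, before a 10 nM TRH EC20 addition for potentiator mode.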
TRHR enhancer: allosterically enhances the human TRH receptor; P34981; TRHR cells, fluo-8 calcium fluorescence, EC20 TRH enhancement; enhancement, % at 2 µM; actives 0.66% (n = 360,000); AID 493056; in the data active = enhancement above about 30%; note: 0% is about no effect
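Enhancer read-out: after compound pinning and an initial kinetic agonist-mode read, an EC20 of TRH (10 nM final) was injected and fluo-8 calcium signal (Ex 480/Em 530) followed at 1 s/cycle for 100 cycles in TRHR-expressing cells.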
D1 ag: agonists of human D1 dopamine receptor | activation, % at 2 µM | actives 1% (n = 360,000) | HEK293 T-REx D1 cells, calcium flux, agonist mode | AID 504660; in the data active = activation above about 30%; note: 0% is about no effect
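Agonism was scored from calcium flux recorded over 180 s (1 read/s) after pintool compound addition, following a 10-cycle baseline. Cells were inducible force-coupled HEK293 TREx D1, plated overnight at 30 C and loaded with no-wash calcium dye.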
Anesthetic bind: candidate novel general anesthetic via apoferritin binding. AID 485281. apoferritin/1-aminoanthracene competitive binding, fluorescence. actives 0.074% (n = 350,000). P02791. Potency, µM (doses to about 77.5 µM), inactives show top-dose activity change, negative = displacement, usual class: inhibitors; note: potency is the fitted concentration of half-maximal effect; % is set by controls: 0 for no effect and ±100 for the full control effect; nearly all actives have a fitted effect of over 20% in size
Target sequence (P02791 2-175 limits assumed): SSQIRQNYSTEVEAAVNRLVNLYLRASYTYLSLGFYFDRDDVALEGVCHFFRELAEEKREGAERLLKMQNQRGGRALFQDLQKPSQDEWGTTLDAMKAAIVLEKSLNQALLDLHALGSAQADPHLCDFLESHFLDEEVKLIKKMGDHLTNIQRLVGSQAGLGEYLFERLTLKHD
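Steps: apoferritin (10 uM) was premixed with half-saturated 1-AMA in PBS, compounds were pin-transferred, plates stood 10 min at room temperature, fluorescence was read at 380/535 nm, and curves were fitted with a Hill equation.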
D1 antagonist: blocks dopamine activation of the human D1 receptor | P21728 | HEK293 TREx D1 cells, calcium flux, dopamine EC80; stronger effect = lower value | activity change, negative = inhibition, % at 10 µM | actives 3.2% (n = 360,000) | AID 504652; in the data active = activity change below about -30%; note: % is set by controls: 0 for no effect and ±100 for the full control effect
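Cells carrying a force-coupled, tetracycline-inducible human D1 receptor report calcium flux. Each well gets a 10 s baseline, compound with 180 s monitoring, then an EC80 dopamine stimulus with a second 180 s kinetic read.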
RXFP1 ag: activates the human relaxin receptor RXFP1 | Q9HBX9 | HEK293T-RXFP1 cAMP TR-FRET, 30 min; response scale: percent of porcine relaxin response, buffer zero | Potency, µM (doses to about 57.5 µM), inactives show at the highest dose activation, hits mostly activators | actives 0.3% (n = 370,000) | AID 2676; note: potency is the fitted concentration of half-maximal effect; % is set by controls: 0 for no effect and ±100 for the full control effect; nearly all actives have a fitted effect of over 60% in size; many of its hits are not listed in these tables
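HEK293T cells stably expressing RXFP1 were pretreated with the PDE4 inhibitor Ro 20174, exposed to compounds for 30 min at 37C, lysed, and cAMP was read by TR-FRET. Data normalized to buffer (basal) and 29 nM porcine relaxin (100%).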
D2 potentiator: positive allosteric modulators of human D2 dopamine receptor. AID 485347. actives 0.34% (n = 340,000). potentiation, % at 10 µM. P14416. HEK293 T-REx D2, calcium flux, EC20 dopamine potentiation;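 active = potentiation over 3 SD above the plate norm, cut at about 30% in these data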; note: 0% is about no effect
Target sequence (P14416 whole entry, looked up): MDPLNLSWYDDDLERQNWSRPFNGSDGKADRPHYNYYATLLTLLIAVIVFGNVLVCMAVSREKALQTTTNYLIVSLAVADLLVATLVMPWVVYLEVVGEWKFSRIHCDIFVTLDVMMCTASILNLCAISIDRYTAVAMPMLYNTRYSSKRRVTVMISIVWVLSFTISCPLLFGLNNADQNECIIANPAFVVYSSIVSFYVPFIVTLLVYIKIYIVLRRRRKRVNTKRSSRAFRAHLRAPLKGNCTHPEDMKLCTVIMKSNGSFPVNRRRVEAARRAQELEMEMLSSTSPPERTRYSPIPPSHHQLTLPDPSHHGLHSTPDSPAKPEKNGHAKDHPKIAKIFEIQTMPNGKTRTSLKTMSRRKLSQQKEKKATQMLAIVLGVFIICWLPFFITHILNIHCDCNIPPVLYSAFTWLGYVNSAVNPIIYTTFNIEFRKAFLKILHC
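Using a no-wash calcium dye in inducible, force-coupled HEK293 Trex cells expressing D2, we tracked fluorescence each second for 180 s after compound, then for 180 s after EC20 dopamine to detect augmented signalling.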
Active calls of the source: *; [ ] = dose if it differs, or a comment. Unless noted, calls come from the whole dose curve; as a rule, active = well fitted curve in the direction sought with a large enough effect; inconclusive = small, poorly fitted or top-dose-only effect, or another doubt; inactive = no such curve, though single readings can be large; an effect the other way counts as inactive or inconclusive. Only part of the results is shown; the hit share may differ from the screen's.

For O=C(NCC(c1cccs1)N1CCOCC1)c1ccc(Cl)s1 (configuration not stated) the results were RXFP1 antag 22, D1 potentiator -7, TRHR agonist -0.5, TRHR enhancer 1, D1 ag 0, Anesthetic bind -6%, D1 antagonist -10, RXFP1 ag 0.2% and D2 potentiator 5.
Screening O=C(Nc1cccc([N+](=O)[O-])c1)N1CCN(c2ccccc2)CC1 returned RXFP1 antag -6, D1 potentiator -5, TRHR agonist 0.5, TRHR enhancer -6, D1 ag 18, Anesthetic bind -7%, D1 antagonist -3, RXFP1 ag 2.7% and D2 potentiator -13.
Screening O=C(Nc1nc(-c2cccnc2)cs1)c1cccc([N+](=O)[O-])c1 returned RXFP1 antag -14, D1 potentiator 3, TRHR agonist -0.5, TRHR enhancer 7, D1 ag 1, Anesthetic bind -4%, D1 antagonist 0, RXFP1 ag 0.3% and D2 potentiator 10.
Screening COc1cc(C(=O)Nc2cccc(-c3cn4cccnc4n3)c2)cc(OC)c1OC returned RXFP1 antag 14, D1 potentiator 0, TRHR agonist -0.1, TRHR enhancer 63*, D1 ag 2, Anesthetic bind 51%[activator], D1 antagonist -2, RXFP1 ag 7.0% and D2 potentiator 1.
Screening COCCn1c(SCC(=O)NC2CC2)nnc1-c1ccco1 returned RXFP1 antag -17, D1 potentiator 2, TRHR agonist 1.7, TRHR enhancer 0, D1 ag 4, Anesthetic bind -2%, D1 antagonist -8, RXFP1 ag 6.4% and D2 potentiator -7.
Screening CCCCc1ccc(NS(=O)(=O)c2cccc(C(=O)N3CCNC(=O)C3)c2)cc1 returned RXFP1 antag -9, D1 potentiator -4, TRHR agonist -0.1, TRHR enhancer -3, D1 ag 6, D1 antagonist 13, RXFP1 ag -0.5% and D2 potentiator 1.
For COC(=O)C1CCC(=S)N1C(=O)c1ccccc1 (configuration not stated) the results were RXFP1 antag 14, D1 potentiator -6, TRHR agonist -0.1, TRHR enhancer -1, D1 ag 1, Anesthetic bind inconclusive, D1 antagonist -24, RXFP1 ag 2.1% and D2 potentiator -3.
For O=C(C1CCN(Cc2cc(Cl)ccc2O)CC1)N1CCN(Cc2ccccc2)CC1 the results were RXFP1 antag -3, D1 potentiator -2, TRHR agonist 0.4, TRHR enhancer 3, D1 ag 5, Anesthetic bind -12%, D1 antagonist -6, RXFP1 ag 1.6% and D2 potentiator -18.
COc1cccc(NC(=S)N(CCN(C)C)C(C)c2cccnc2)c1 (configuration not stated) was read as RXFP1 antag 6, D1 potentiator -4, TRHR agonist -0.3, TRHR enhancer 2, D1 ag 3, Anesthetic bind -3%, D1 antagonist -17, RXFP1 ag 0.4% and D2 potentiator 13.
For COc1cc(C(=O)NC2CCN(Cc3nnnn3Cc3ccc(F)cc3)CC2)cc(OC)c1OC the results were RXFP1 antag -26, D1 potentiator -4, TRHR agonist -0.6, TRHR enhancer 8, D1 ag 1, Anesthetic bind 2%, D1 antagonist -11, RXFP1 ag 0.0% and D2 potentiator -2.
Screening CC1CCC(=NNC(=O)Cc2cccn2C)CC1 (configuration not stated) returned RXFP1 antag 17, D1 potentiator 5, TRHR agonist -0.2, TRHR enhancer 2, D1 ag 3, Anesthetic bind -12%, D1 antagonist -21, RXFP1 ag 1.9% and D2 potentiator -3.
Screening COc1ccc(NC(=O)C2CCC(CNS(=O)(=O)c3cccs3)CC2)cc1 (configuration not stated) returned RXFP1 antag 14, D1 potentiator -5, TRHR agonist -1.3, TRHR enhancer 1, D1 ag 2, Anesthetic bind -2%, D1 antagonist -14, RXFP1 ag -0.2% and D2 potentiator -8.
COCCN1C(=O)N(c2ccc(OC)cc2)C(=O)C1CC(=O)Nc1cccc(F)c1 (configuration not stated) was read as RXFP1 antag -2, D1 potentiator -2, TRHR agonist 0.8, TRHR enhancer -1, D1 ag 4, Anesthetic bind -5%, D1 antagonist -11, RXFP1 ag 0.5% and D2 potentiator 5.
For COc1cccc(NC(=O)CCC2CCN(C(=O)C3CC=CCC3)CC2)c1 (configuration not stated) the results were RXFP1 antag -9, D1 potentiator 1, TRHR agonist -1.2, TRHR enhancer -1, D1 ag 5, Anesthetic bind -13%, D1 antagonist -2, RXFP1 ag 2.6% and D2 potentiator 9.
`N/C(CN1CCCC1=O)=N\O` gave RXFP1 antag 16, D1 potentiator -6, TRHR agonist 0.4, TRHR enhancer 2, D1 ag 1, Anesthetic bind -2%, D1 antagonist -7, RXFP1 ag 0.9% and D2 potentiator 2.
Cc1cc(N2CCOCC2)nc2ccc(Cl)cc12 was read as RXFP1 antag -4, D1 potentiator -12, TRHR agonist -0.5, TRHR enhancer -6, D1 ag 1, Anesthetic bind -7%, D1 antagonist -17, RXFP1 ag 0.8% and D2 potentiator 4.
COc1ccccc1NS(=O)(=O)c1ccc(C(=O)N2CCCC(C(F)(F)F)C2)cc1 (configuration not stated) was read as RXFP1 antag -5, D1 potentiator 0, TRHR agonist -1.3, TRHR enhancer -9, D1 ag 17, D1 antagonist 4, RXFP1 ag -1.2% and D2 potentiator -15.
`Cc1ccc(CNC(=O)CN(C)S(=O)(=O)c2cnc[nH]2)cc1` gave RXFP1 antag -13, D1 potentiator -2, TRHR agonist -0.7, TRHR enhancer -1, D1 ag 0, Anesthetic bind -6%, D1 antagonist 10, RXFP1 ag 1.7% and D2 potentiator -1.
O=C1C=C(N2CCCCC2)C2(CCCCC2)O1 was read as RXFP1 antag 0, D1 potentiator 6, TRHR agonist 0.1, TRHR enhancer -8, D1 ag 2, Anesthetic bind -3%, D1 antagonist -2, RXFP1 ag 0.9% and D2 potentiator 4.
For CCCCn1c(=O)n(CC(=O)NCc2ccc(C)cc2)c(=O)c2c1nc(CO)n2CCC the results were RXFP1 antag 5, D1 potentiator -1, TRHR agonist -0.3, TRHR enhancer 0, D1 ag 0, Anesthetic bind inconclusive, D1 antagonist 9, RXFP1 ag -0.7% and D2 potentiator 4.
`N#Cc1ccc(OCC(O)CS(=O)(=O)c2ccc(F)cc2)cc1` (configuration not stated) gave RXFP1 antag -2, D1 potentiator -1, TRHR agonist 1.2, TRHR enhancer -3, D1 ag 3, Anesthetic bind -3%, D1 antagonist -2, RXFP1 ag 1.0% and D2 potentiator 5.
`Cc1ccc2nc(N3CCN(Cc4nnnn4C4CCCC4)CC3)c(C#N)cc2c1` gave RXFP1 antag -2, D1 potentiator -14, TRHR agonist 0.0, TRHR enhancer 2, D1 ag 0, Anesthetic bind 1%, D1 antagonist 0, RXFP1 ag 2.7% and D2 potentiator 1.
O=C(CCCN1C(=O)/C(=C/c2cccc(Br)c2)SC1=S)N1CCOCC1 was read as RXFP1 antag -31, TRHR agonist 1.0, TRHR enhancer 7, D1 ag 12, Anesthetic bind -12%, D1 antagonist 4, RXFP1 ag 0.2% and D2 potentiator -11.
Screening CN(C)CCNC(=O)c1[nH]nc2c1CCc1ccccc1-2 returned RXFP1 antag -5, D1 potentiator -6, TRHR agonist 0.0, TRHR enhancer 8, D1 ag 3, Anesthetic bind -9%, D1 antagonist -7, RXFP1 ag -0.3% and D2 potentiator -5.
Screening COc1ccc(-c2ccc(CCC(=O)O)n2-c2ccccc2OC)cc1 returned RXFP1 antag 3, D1 potentiator -2, TRHR agonist 0.1, TRHR enhancer 23, D1 ag 5, Anesthetic bind -5%, D1 antagonist -1, RXFP1 ag 1.7% and D2 potentiator 7.
Screening CCOc1ccc(Oc2c(/C=N/NC(N)=O)c(C)nn2-c2ccccc2)cc1 returned RXFP1 antag -4, D1 potentiator -6, TRHR agonist -0.4, TRHR enhancer 0, D1 ag 1, Anesthetic bind -18%, D1 antagonist -14, RXFP1 ag -0.9% and D2 potentiator 6.
For COc1ccc(NC(=O)C2CC(=O)N/C(=N/N=C/c3ccco3)S2)cc1 (configuration not stated) the results were RXFP1 antag inconclusive, D1 potentiator 0, TRHR agonist 0.1, TRHR enhancer 10, D1 ag 1, Anesthetic bind -16%, D1 antagonist 0, RXFP1 ag -1.5% and D2 potentiator 10.
COc1ccc(-c2nc3scc(CCNC(=O)c4cccc(Br)c4)n3n2)cc1 was read as RXFP1 antag -14, D1 potentiator -2, TRHR agonist -0.1, TRHR enhancer 2, D1 ag 3, Anesthetic bind -5%, D1 antagonist 4, RXFP1 ag 3.6% and D2 potentiator 2.
Screening O=[N+]([O-])c1ccc(NCCNCCOc2nonc2-c2ccccc2)c([N+](=O)[O-])c1 returned RXFP1 antag -6, D1 potentiator -3, TRHR agonist 0.6, TRHR enhancer -14, D1 ag 7, Anesthetic bind inconclusive, D1 antagonist -10 and RXFP1 ag 0.9%.
Cc1ccc(NC(=O)c2ccncc2)cc1S(=O)(=O)N(C)C was read as RXFP1 antag -9, D1 potentiator 2, TRHR agonist 1.2, TRHR enhancer 8, D1 ag 5, Anesthetic bind -2%, D1 antagonist 1 and RXFP1 ag 2.5%.
`Cc1nnc(SCC(=O)Nc2ccc3c(c2)OCO3)[nH]c1=O` gave RXFP1 antag inconclusive, D1 potentiator 1, TRHR agonist -0.1, TRHR enhancer 9, D1 ag 3, Anesthetic bind -2%, D1 antagonist -21, RXFP1 ag 2.7% and D2 potentiator -8.
Screening COc1ccc(NC(=O)Nc2cc(C)ccc2F)cc1 returned RXFP1 antag -1, D1 potentiator 1, TRHR agonist -0.5, TRHR enhancer -10, D1 ag 3, Anesthetic bind -2%, D1 antagonist -8, RXFP1 ag -0.3% and D2 potentiator 14.
For Cc1cccc(C)c1NC(=O)C1CCCN1S(=O)(=O)c1cccc2nsnc12 (configuration not stated) the results were RXFP1 antag -1, D1 potentiator 1, TRHR agonist -0.4, TRHR enhancer 4, D1 ag 2, Anesthetic bind -4%, D1 antagonist -5, RXFP1 ag 1.1% and D2 potentiator 13.
For COc1ccc(-c2nn(-c3ccccc3)cc2C(=O)N(C)CC(=O)Nc2cccc(F)c2)cc1 the results were RXFP1 antag -2, D1 potentiator -4, TRHR agonist 0.2, TRHR enhancer 3, D1 ag 3, D1 antagonist -14, RXFP1 ag 2.9% and D2 potentiator -15.

In the list so far, two contain a thiophene ring, fused or not.
For O=C(NCC(c1cccs1)N1CCOCC1)c1ccc(Cl)s1 (configuration not stated) the results were RXFP1 antag 22, D1 potentiator -7, TRHR agonist -0.5, TRHR enhancer 1, D1 ag 0, Anesthetic bind -6%, D1 antagonist -10, RXFP1 ag 0.2% and D2 potentiator 5.
Screening COc1ccc(NC(=O)C2CCC(CNS(=O)(=O)c3cccs3)CC2)cc1 (configuration not stated) returned RXFP1 antag 14, D1 potentiator -5, TRHR agonist -1.3, TRHR enhancer 1, D1 ag 2, Anesthetic bind -2%, D1 antagonist -14, RXFP1 ag -0.2% and D2 potentiator -8.

Assay outcomes as filed in PubChem.
